Screening data: PubChem, The Scripps Research Institute Molecular Screening Center
M1 PAM parental: nonselective activator or artifact in parental CHO-K1 calcium assay | ATP EC20, Fluo-8 calcium fluorescence; 0% at ATP EC20, 100% at ATP max | activation, % at 3 µM | 0.02% of 360,000 active | AID 602247;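 active means activation above the run cutoff, the mean activation of all test compounds plus 3 SD, cut at about 40% in these data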;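 further: peak over basal fluorescence ratio in a 140 s read after ATP addition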
TAAR1 antagonist: human TAAR1 antagonism; CHO RD-HGA16 TAAR1, Fluo-8 calcium fluorescence, antagonist; Q96RJ0; inhibition, % at 3 µM; AID 624466; 1.5% of 360,000 active;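 active means inhibition above a per-plate cutoff, the mean inhibition of test compounds on that plate plus 3 SD, cut at about 49% in these data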;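 further: 0% = DMSO plus EC80 beta-PEA response and 100% = DMSO alone without agonist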
Target sequence (Q96RJ0 whole entry, looked up): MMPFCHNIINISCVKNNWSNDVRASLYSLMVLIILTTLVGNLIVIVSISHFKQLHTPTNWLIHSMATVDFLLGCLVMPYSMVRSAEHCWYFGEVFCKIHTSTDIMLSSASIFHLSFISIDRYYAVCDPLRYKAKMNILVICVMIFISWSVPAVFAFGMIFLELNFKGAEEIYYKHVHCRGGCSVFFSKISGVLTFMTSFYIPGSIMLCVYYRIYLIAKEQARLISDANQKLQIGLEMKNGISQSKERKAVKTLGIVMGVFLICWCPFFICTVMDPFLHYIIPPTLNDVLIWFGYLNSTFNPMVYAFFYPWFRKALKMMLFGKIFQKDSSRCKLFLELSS
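Material: CHO RD-HGA16 cells bearing hTAAR1; compound dosing: one-point dosing, 3 µM nominal final; schedule: dye loading 75 min at 37 °C, then 30 min room temperature; measured by: calcium fluorescence with Fluo-8; control set: vehicle and agonist controls; replication: n of 1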
CHRM1 PAM: potentiates human M1 receptor response to acetylcholine; CHO-K1 hM1, Fluo-8 calcium fluorescence, ACh EC20; 0% = ACh EC20, 100% = maximal ACh; 0.088% of 360,000 active; P11229; AID 588819; activation, % at 3 µM; in the data active means activation above about 19%, passing the limit was not always enough
Target sequence (P11229 whole entry, looked up): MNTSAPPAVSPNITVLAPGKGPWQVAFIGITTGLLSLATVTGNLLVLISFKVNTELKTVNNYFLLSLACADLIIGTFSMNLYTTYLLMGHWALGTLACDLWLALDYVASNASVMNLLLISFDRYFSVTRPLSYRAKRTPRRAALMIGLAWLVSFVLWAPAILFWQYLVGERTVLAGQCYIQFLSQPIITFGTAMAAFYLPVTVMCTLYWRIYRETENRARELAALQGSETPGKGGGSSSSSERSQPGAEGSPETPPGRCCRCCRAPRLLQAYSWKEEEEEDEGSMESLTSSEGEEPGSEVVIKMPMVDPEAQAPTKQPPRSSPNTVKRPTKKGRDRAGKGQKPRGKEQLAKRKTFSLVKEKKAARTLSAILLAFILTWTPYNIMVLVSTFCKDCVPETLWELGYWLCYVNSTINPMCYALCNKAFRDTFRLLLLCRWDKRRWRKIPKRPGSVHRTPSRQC
TAAR1 agonist: human TAAR1 agonism; Q96RJ0; CHO RD-HGA16 TAAR1, Fluo-8 calcium fluorescence; vehicle wells 0%, saturating PEA agonist 100%; activation, % at 3 µM; 0.99% of 360,000 active;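 active means activation above the mean activation of all test compounds in the run plus 3 SD, cut at about 38% in these data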
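test system = CHO RD-HGA16 cells carrying human TAAR1 plus Gα16 | schedule = 17-24 h seeding, 75 min 37 °C dye, 30 min RT | compound dosing = 3 µM single concentration | control set = DMSO and PEA EC100 | replicates = n 1 | signal = Fluo-8 fluorescence, 5 s baseline then 140 s kinetic read | measure = percent activation vs PEA EC100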
M1 antag: blocks human M1 muscarinic receptor | CHO-K1 hM1, Fluo-8 calcium fluorescence, ACh EC80 antagonist | inhibition, % at 3 µM | 1.3% of 360,000 active;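 active means percent inhibition above its own plate's cutoff, namely the mean of that plate's compound wells plus 3 SD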;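 further: peak over basal fluorescence ratio during 140 s after agonist addition; 0% = ACh EC80 plus DMSO and 100% = DMSO alone without agonist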
CHO-K1 Ca antag: M1 antagonist counterscreen hit in parental CHO-K1 cells; inhibition, % at 3 µM; ATP-induced calcium, Fluo-8 fluorescence; 0.6% of 360,000 active;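 active means inhibition above a per-plate cutoff, the plate's mean sample inhibition plus 3 SD, cut at about 24% in these data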;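 further: 0% = DMSO plus EC80 ATP and 100% = DMSO alone without ATP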
CHO parental Ca: signal in parental CHO cells, OX1R antagonist counter-screen | parental CHO-K1, ATP-induced calcium, Fluo-8 fluorescence | inhibition, % at 5.6 µM | 0.63% of 330,000 active;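 active means inhibition above that plate's mean sample inhibition plus 3 SD, cut at about 26% in these data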;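 further: 0% = ATP-challenged DMSO wells and 100% = DMSO wells without ATP; some compounds past the cut are filed as inactive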
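Test system: untransfected parental CHO cell line. Compound: one dose, 5.6 µM nominal. Detection: intracellular calcium via Fluo-8 no-wash fluorescent dye. Measure: % inhibition. Benchmarks: ATP-challenged DMSO wells low, unchallenged DMSO wells high.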
M1 ag: agonists of human M1 muscarinic receptor | activation, % at 3 µM | P11229 | 0.33% of 360,000 active | CHO-K1 hM1, Fluo-8 calcium fluorescence, agonist mode; 0% DMSO, 100% acetylcholine EC100 | AID 588814;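 active means activation above the run's mean compound activation plus 3 SD, cut at about 16% in these data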;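 further: peak over basal fluorescence ratio within a 140 s kinetic read after compound addition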
CHO-K1 Ca ag: nonselective activator or artifact in parental CHO-K1 cells; Fluo-8 calcium fluorescence; scaled to maximal ATP response, vehicle zero; activation, % at 3 µM; 0.48% of 360,000 active; in the data active means activation above about 15%;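 further: untransfected CHO-K1 host cells lacking M1 receptor as counterscreen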
Numbers without * were called inactive; nt = not tested or not shown.

Start of the data: the first 4 entries (preview)
SMILES	M1 PAM parental	TAAR1 antagonist	CHRM1 PAM	TAAR1 agonist	M1 antag	CHO-K1 Ca antag	CHO parental Ca	M1 ag	CHO-K1 Ca ag
Clc1ccc(OCc2nc(-c3ccccn3)n[nH]2)cc1	18	-14	3	8	-1	-6	-28	-4	0.8
CC(=O)Nc1ccc(NC(=O)Nc2cccc3ccccc23)cc1	-22	-6	7	6	-11	9	-12	2	0.2
COC(=O)c1cc(S(=O)(=O)N2c3ccccc3CC2C)cn1C (stereo unspecified)	13	-41	-6	-2	6	-12	-27	-4	3.4
O=C(C1CC(=O)N(C2CCCC2)C1)N1CCN(c2ccc(F)cc2)CC1 (stereo unspecified)	-1	-12	20	1	-10	-10	-3	5	0.1

The whole of this part, repeating the preview:
SMILES	M1 PAM parental	TAAR1 antagonist	CHRM1 PAM	TAAR1 agonist	M1 antag	CHO-K1 Ca antag	CHO parental Ca	M1 ag	CHO-K1 Ca ag
Clc1ccc(OCc2nc(-c3ccccn3)n[nH]2)cc1	18	-14	3	8	-1	-6	-28	-4	0.8
CC(=O)Nc1ccc(NC(=O)Nc2cccc3ccccc23)cc1	-22	-6	7	6	-11	9	-12	2	0.2
COC(=O)c1cc(S(=O)(=O)N2c3ccccc3CC2C)cn1C (stereo unspecified)	13	-41	-6	-2	6	-12	-27	-4	3.4
O=C(C1CC(=O)N(C2CCCC2)C1)N1CCN(c2ccc(F)cc2)CC1 (stereo unspecified)	-1	-12	20	1	-10	-10	-3	5	0.1
CC(C)=CCN1CCN(Cc2nc(-c3ccccc3)cs2)CC1CCO (stereo unspecified)	-3	-26	-22	0	34*	2	-18	-7	1.2
NC(=O)CC(NC(=O)Cc1cccc2ccccc12)c1ccc(N2CCN(c3ccccc3)CC2)c([N+](=O)[O-])c1 (stereo unspecified)	6	3	1	4	-4	-7	-2	-5	-0.5
CCOC(=O)c1sc(SC)nc1N	14	12	3	5	-2	-8	-6	-4	-0.1
COc1cccc2cc(C(=O)N3CCc4ccccc43)c(=O)oc12	-5	6	-4	2	3	2	-8	-3	0.2
CC(C)[C@H](NC(=O)C1CCCC1)c1nc2ccccc2[nH]1	15	-15	10	0	-14	-16	-9	-4	0.6
CC(=O)Nc1cc2c(nc1C)nc(C)n2Cc1ccc(Br)cc1	10	4	4	8	-7	1	-1	-3	0.2
CC(=O)C1C(=O)c2c(cccc2[N+](=O)[O-])C1=Nc1ccc(S(N)(=O)=O)cc1 (stereo unspecified)	16	-36	5	2	4	-4	-13	-7	-0.1
COc1ccc(Cc2nc3ccccc3n2CC(=O)N/N=C/c2ccc(C)cc2O)cc1OC	0	9	1	9	-1	-7	-28	-5	-0.1
Cc1ccc(S(=O)(=O)NCc2ccc(C(=O)NC3CCCCC3)cc2)cc1	0	0	4	0	1	-19	-12	-4	1.1
COCCN1CC(C(=O)N2CCC(Oc3ccccc3OC)CC2)CCC1=O (stereo unspecified)	-2	-15	-2	0	7	-9	3	-5	0.4
CCOc1ccc(OCCC(=O)OCC(=O)Nc2ccc(Cl)cn2)cc1	10	-14	0	-2	2	-8	-11	-2	0.3
CCCCNC(=O)C1CCN(C(=O)Nc2ccc(C)cc2)CC1	-6	-1	2	0	2	1	-7	0	0.4
COc1ccc(CSc2nnc(C)n2N)cc1	13	-8	2	13	-21	-4	-3	-4	0.3
O=C(CCl)Nc1cc(SCC(O)CO)cc([N+](=O)[O-])c1 (stereo unspecified)	3	14	2	8	-1	0	nt	-4	0.1
COc1ccc(C2(c3ccc(OC)cc3)NC(=O)N(CC(=O)Nc3ccccc3)C2=O)cc1	14	6	3	7	3	-6	3	1	15*
O=C(O)Cc1ccc(NC(=O)COc2ccc3ccccc3c2)cc1	-5	-1	-7	3	8	2	-6	-2	-0.5
COc1ccc(NC(=O)CSc2nccn2Cc2ccco2)c(OC)c1	1	-17	-1	7	4	5	2	-2	0.9
CCOC(=O)Cc1csc(NC(=O)CSc2nnc(-c3ccc(NS(=O)(=O)CC)cc3)o2)n1	11	34	-17	12	5	-27	-18	-8	4.8
CCOCCCn1c(=S)[nH]c2cc(C(=O)NCCOC)ccc2c1=O	8	8	-2	5	3	0	-10	-3	0.4
Cc1ccccc1CSCCNC(=O)CSCc1ccc([N+](=O)[O-])cc1	8	12	-7	13	1	-8	1	-5	0.2
CC(C)(C)c1ccc(S(=O)(=O)Nc2ccc(C(O)(C(F)(F)F)C(F)(F)F)cc2)cc1	7	-11	-3	2	-1	-21	nt	-2	0.2
(listing goes on)
SMILES	M1 PAM parental	TAAR1 antagonist	CHRM1 PAM	TAAR1 agonist	M1 antag	CHO-K1 Ca antag	CHO parental Ca	M1 ag	CHO-K1 Ca ag
O=C(COc1ccccc1Cl)Nc1cnn(Cc2ccccc2)c1	17	-7	6	4	-5	-11	-24	-2	1.1
Cc1ccc(NC(=O)CN(C)C(=O)COc2c(Cl)cc(Cl)c3ccc(C)nc23)cc1	21	-12	14	2	-7	-14	-15	-10	0.5
CC(C)(C)c1ccc(C(=O)N2CCN(C(=O)c3ccco3)CC2)cc1	6	-10	1	6	-2	-1	-1	-4	1.5
COc1ccc(CN2C(=O)c3cccnc3C2=O)cc1S(=O)(=O)NCc1ccccc1	4	-25	13	3	-10	0	1	-1	0.3
CCC1(CC)C(=O)N(C)C(=O)NC1=Nc1ccc(OC)cc1	13	-10	2	7	-5	-10	-7	-4	1.5
CN1C(=O)[C@H]2[C@@H](c3ccc(C(F)(F)F)cc3)N[C@]3(CCCN(Cc4ccc(Br)cc4)C3=O)[C@H]2C1=O	-11	-13	2	3	-7	-11	nt	-7	1.1
CCCCC(=O)N(CCOC)c1nnc(-c2ccccc2C)s1	16	25	7	5	-14	-8	-16	-6	0.1
Cc1cccc(CSc2ccc(-c3ccco3)nn2)c1	10	-2	8	7	-7	-11	-25	-6	0.0
Cn1cc(C=O)c(-c2ccc3c(c2)OCCCO3)n1	-13	-26	4	-2	11	-4	-20	-2	-0.5
COc1cccc(C(=O)NCC(=O)NNc2ncnc(N)c2[N+](=O)[O-])c1	18	4	12	3	-9	-19	-7	-2	0.6
CCOC(=O)C1CCN(C(=O)C2CC(=O)N(c3ccc4c(c3)OCCO4)C2)CC1 (stereo unspecified)	11	-8	6	2	-9	-4	0	-5	11
O=C(COc1ccc(Cl)cc1Cl)Nc1ccc(-c2ccc(N3CCOCC3)nn2)cc1	-22	-18	5	-1	0	19	-9	-2	0.1
CCCOc1cccc(C(=O)Nc2ccccc2C(=O)N2CCN(C)CC2)c1	-17	-15	10	1	-12	-9	-14	-1	0.0
c1ccc2sc(N3CN(CCN4CCOCC4)CN(c4nc5ccccc5s4)C3)nc2c1	18	nt	14	nt	-14	-10	-16	-3	0.1
Oc1ccc(-c2csc(Nc3ncccn3)n2)c(O)c1	19	-26	2	4	-2	-7	-9	-4	0.4
O=C(CCCn1c(=S)[nH]c2cc3c(cc2c1=O)OCO3)NCc1ccco1	16	-2	10	1	-4	-15	7	-4	0.5
CC1COCC(C)N1C1=C(Cl)C(=O)c2ccccc2C1=O (stereo unspecified)	17	-24	8	41*	-15	-10	nt	1	0.3
CC(C)(C)OC(=O)N[C@@H](C(=O)OC(C)(C)C)c1ccc2ccccc2c1	9	11	6	5	-7	-18	-11	-5	0.3
Cc1nonc1CC(=O)N1CCc2c([nH]c3ccccc23)C1c1ccccc1F (stereo unspecified)	5	12	-6	3	3	-4	-14	-9	0.9
O=C(Nc1ccc(Sc2ccc(Br)cc2)cc1)c1ccco1	-4	20	-6	1	-11	5	18	-4	0.2
CC(C)(C)NS(=O)(=O)c1cc2c3c(c1)CCN3C(=O)CC2	7	-4	0	0	-2	-13	1	-2	1.4
COC(=O)c1ccccc1NC(=O)CSc1nnc(-c2cccnc2)n1C	14	-16	-4	8	5	-7	-11	-4	0.2
COc1ccccc1OCC(=O)Nc1ccc(C(=O)Nc2ccccc2C(=O)O)cc1	-4	-41	4	5	-16	-9	nt	0	0.2
Cc1c(Cl)cccc1NC(=S)/C(=C(\[O-])c1ccc(Cl)s1)[n+]1ccccc1	11	-14	-2	2	0	-2	-12	-11	0.0
CSc1ncccc1C(=O)OCC(=O)NC12CC3CC(CC(C3)C1)C2	-9	18	0	5	1	9	-25	-5	-0.2
(list continues)
SMILES	M1 PAM parental	TAAR1 antagonist	CHRM1 PAM	TAAR1 agonist	M1 antag	CHO-K1 Ca antag	CHO parental Ca	M1 ag	CHO-K1 Ca ag
c1cc(CNC2C3CC4CC(C3)CC2C4)ccn1 (stereo unspecified)	3	-25	-8	8	13	-5	-4	-6	1.1
COc1ccc(F)c(CN2CCCC(CO)(Cc3cccc(Cl)c3)C2)c1 (stereo unspecified)	2	-1	6	10	-9	1	-15	-4	0.8
CCOC(=O)c1ccc2c(c1)N(CC(=O)N1CCCCC1)C(=O)C(C)(C)O2	-1	0	2	4	-5	-8	-20	-3	1.1
O=C(CCn1nnc2ccccc2c1=O)N[C@@H](Cc1c[nH]c2ccccc12)C(=O)O	9	-20	7	4	-6	8	4	-1	0.4
Cc1c(-c2ccccc2)[n+](=O)c2c(n1[O-])CCCC2	0	16	-6	1	16	-5	-7	-3	3.5
Cc1ccc(SCC(=O)N2CCN(c3ccc(F)cc3)CC2)cc1	-12	-7	9	3	1	5	nt	-1	-0.3
CC[C@@H](C)[C@H](CNC)NC[C@@H](Cc1cccc2ccccc12)NCCc1cccc(C(F)(F)F)c1	2	23	-3	31	6	4	21	-8	1.0
COc1cccc(NC(=O)CCC(=O)Nc2ccc3nc(N4CCOCC4)cc(C)c3c2)c1	12	12	-8	8	4	-12	1	-8	6.2
O=C(c1ccc2c3n(nc2c1)-c1ccccc1CO3)N1CCCCC1	-6	8	-2	3	7	-3	-11	-3	0.5
COc1ccc(NC(=O)CCN2CCN(S(=O)(=O)c3ccc(OC)cc3)CC2)cc1	9	-4	3	-1	-9	-9	2	-7	0.6
Cc1ccc(S(=O)(=O)N2CCOCC2)cc1C(=O)OC(C)C(=O)c1ccccc1 (stereo unspecified)	-6	-2	-6	2	0	-9	-9	-1	3.0
COc1ccc(CCNC(=O)CCSCc2ccccc2F)cc1OC	9	-7	5	1	-4	19	-8	-4	10
COc1cc(C(C)=O)ccc1OCc1cn(CC(=O)c2ccc(O)cc2)nn1	23	-22	7	2	-15	-12	nt	-3	1.0
CN(C(=O)c1cccc(NC(=O)Cc2ccc(NC(=O)C3CCN(S(=O)(=O)c4cccc([N+](=O)[O-])c4)CC3)cc2)c1)C1CCC1	26	-35	5	4	-9	-21	nt	-3	0.6
Cc1cccc(C(C)C)c1NC(=O)CSc1ncnc2[nH]ncc12	-11	7	1	1	-3	-4	-16	1	0.3
COc1ccc(-c2noc(CN(C(=O)c3ccc4c(c3)OCO4)C(C)C)n2)cc1	19	-5	6	0	-12	-3	-9	-3	0.6
CCN1C(=O)[C@@H]2[C@@H]3CN(S(=O)(=O)c4ccc(C)cc4)[C@@H](c4ccccc4)[C@@H]3C(=O)C[C@@H]2C1=O	14	2	4	0	-6	6	nt	-3	0.6
CN1C(=O)/C(=C/C=C2\SCCN2C)N(C)C1=S	-11	7	7	15	4	12	nt	-9	-0.5
